# Bioassay records: PubChem, National Center for Advancing Translational Sciences (NCATS)
# Peg3 imprint: qHTS Assay for Compounds that Induce Erasure of Genomic Imprints; mouse ES Peg3-LacZ reporter, beta-gal luminescence, 40 h; Potency, µM (series often up to 60.7 µM), for inactives: at the highest dose activity change, positive = activation, most hits filed as activators; 110,000 compounds, 0.02% hits; AID 1948, 2009;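 note: 0% = negative control wells on the plate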
#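 Readout: BetaGlo luminescence (5 min, room temp) for LacZ from the normally silent maternal Peg3 allele in female Peg3LacZ-Neo ES cells. Cells 300/well, 40 h, 37C, 5% CO2. Data normalized per plate to negative controls.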
# IkB signaling: IkB Signaling; Potency, µM (top dose mostly 57.1 µM), for the others: at the highest dose IkBa stabilization activation; ABC-DLBCL IkBa-CBG/CBR dual luciferase ratio, 4 h; response scale: scaled: untreated 0%, proteasome inhibitor 100%; 110,000 compounds, 0.04% hits; active = well fitted curve in the direction sought with a large enough effect in the signal ratio, not every such curve was filed as active; inconclusive = small, poorly fitted or top-dose-only effect, or a change in a side signal; the % refers to the signal ratio;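 note: the direction sought is a rising ratio; 0% = basal untreated cells and 100% = reference inhibitor full response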
#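 In this assay, an IκBα–CBG68 fusion accumulates when IKK-driven degradation is blocked; native CBR normalizes for cell number. OCI-Ly3 cells were treated 4 h with compound and doxycycline, then green and red light read after Chroma-Glo addition.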
# p53ts 32C tox: qHTS Screen for Compounds that Selectively Target Cancer Cells with p53 Mutations: Cytotoxicity of p53ts Cells at the Permissive Temperature; H1299-p53A138V at 32C, ATP luminescence viability, 24 h; Potency, µM (doses to about 46.1 µM), for inactives: at the top dose activity change, negative = cytotoxicity, usual class: cytotoxic; 130,000 compounds, 0.93% hits; AID 924, 2007;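 note: 0% = DMSO and -100% = full killing by reference compound; nearly all actives have a fitted effect of over 55% in size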
#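 Viability by ATPlite luminescence after 24 h compound treatment (up to 46 uM) at the permissive 32C. Cells are H1299 carrying p53 A138V. Scale runs from DMSO basal to 100 uM tamoxifen as full kill; AC50 from Hill fits.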
# p53ts 39C tox: qHTS Screen for Compounds that Selectively Target Cancer Cells with p53 Mutations: Cytotoxicity of p53ts Cells at the Nonpermissive Temperature; H1299-p53A138V viability at 39C, ATP luminescence, 24 h; Potency, µM (titrated, usually from 46.1 µM), inactives show at the top dose activity change, negative = cell killing, usual class: cytotoxic; 130,000 compounds, 1.5% hits; note: nearly all actives have a fitted effect of over 55% in size
# * = called active by the depositor; u = inconclusive; x = no result given; [ ] = another dose, or the depositor's remark. Unless noted, calls come from the whole dose curve; as a rule, active = well fitted curve in the direction sought with a large enough effect; inconclusive = small, poorly fitted or top-dose-only effect, or another doubt; inactive = no such curve, though single readings can be large; an effect the other way counts as inactive or inconclusive. Unless noted, % is set by controls: 0 for no effect and ±100 for the full control effect; potency is the fitted concentration of half-maximal effect. Compounds as they come, and some 1.7% of all compounds hit somewhere here.
# Results follow in this order: Peg3 imprint	IkB signaling	p53ts 32C tox	p53ts 39C tox
COc1ccc(NS(=O)(=O)c2ccc3oc(Nc4ccc5c(c4)OCCO5)nc3c2)cc1
  -23%	u	12%	30%
O=C(C1CC(=O)N(C2CCCC2)C1)N1CCN(c2ccc(F)cc2)CC1 (stereo unspecified)
  -6%	-0.3%	4%	4%
Cc1ccc(-c2cc(C(F)(F)F)n3ncc(C(=O)NCc4ccco4)c3n2)cc1
  4%	0.8%	-1%	7%
O=C(NCc1ccco1)c1ccc2c(c1)N(Cc1ccccc1F)C(=O)c1ccccc1S2=O (stereo unspecified)
  -6%[10.9 µM]	-0.4%	16%	-21%
Cc1cccc(CNC(=O)CCCN2C(=O)COc3ccc(C)cc32)c1
  -12%[10.9 µM]	0.2%	1%	1%
Cc1ccc2onc(CC(=O)N3CCN(c4ccc(F)cc4)CC3)c2c1
  24%[10.9 µM]	u	0%	-6%
CCOc1ccc(NC(=O)c2nc(S(=O)(=O)Cc3ccccc3F)ncc2Cl)cc1
  -40%[inhibitor][10.9 µM]	u	14µM*	7.9µM*
CCOC(=O)c1ccc(NC2c3ccccc3C(=O)N2c2cccnc2)cc1 (stereo unspecified)
  -13%	-1.5%	6%	-9%
CCc1nnc2c(Nc3cccc(C(C)=O)c3)nc3ccccc3n12
  8%[10.9 µM]	-0.2%	7%	5%
COCCc1ccc(OC[C@H](O)CNC(C)C)cc1
  -16%[16.8 µM]	0.6%[25.6 µM]	0%[20.6 µM]	-2%[20.6 µM]

# The last 2 records of the section before come first, to join the parts.
# Results follow in this order: Peg3 imprint	IkB signaling	p53ts 32C tox	p53ts 39C tox
CCc1nnc2c(Nc3cccc(C(C)=O)c3)nc3ccccc3n12
  8%[10.9 µM]	-0.2%	7%	5%
COCCc1ccc(OC[C@H](O)CNC(C)C)cc1
  -16%[16.8 µM]	0.6%[25.6 µM]	0%[20.6 µM]	-2%[20.6 µM]
COc1ccc(C(=O)N2CCC(C(=O)Nc3cccc(C)c3)CC2)cc1OC
  -7%	-1.0%	3%	1%
COc1ccc(-c2nc3cnc(Nc4ccccc4)nc3n(Cc3cccs3)c2=O)cc1
  -7%	0.0%[11.4 µM]	3%	-10%
COC(=O)Cn1c(=O)c2c(nc3n2CCN3c2ccc(F)cc2)n(C)c1=O
  -11%[10.9 µM]	u	-2%	-25%
O=C(Nc1cccc(C(=O)N2CCCCC2)c1)c1nsc2ccccc12
  -8%[10.9 µM]	1.3%	16µM*	10µM*
COC(=O)c1ccc(NC(=O)c2nn(C)c3c2CS(=O)(=O)c2ccccc2-3)cc1
  -20%[10.9 µM]	u	-3%	-13%
CCNc1ncc2nc(-c3cc(F)cc(F)c3)c(=O)n(Cc3cccs3)c2n1
  x	0.1%[11.4 µM]	-7%	-9%
COC(=O)C1CCN(C(=O)C2CCCCC2)CC1
  1%	-0.7%	0%	13%
CCOc1ccc(-n2cc(C(=O)N3CCN(C)CC3)c3cc(OC)c(OC)cc3c2=O)cc1
  -7%	-1.9%	4%	3%
CN(C)CCCNC(=O)CC(c1ccc(F)cc1)c1ccco1 (stereo unspecified)
  -21%	1.7%	-1%	-16%
O=C(Nc1cc(-c2nc3ccccc3s2)ccc1Cl)c1cc2ccccc2o1
  -2%[10.9 µM]	5.4%	-5%	1%
COc1ccc(NC(=O)c2oc3ccc4c(c3c2C)C(=O)CC(C)(C)O4)cc1OC
  u	u	10µM*	4µM*
CC(=O)OC1CC[C@@]2(C)C(CC[C@@]3(C)C2CC=C2C4CC(C)(C)CC[C@]4(C(=O)O)CC[C@@]23C)C1(C)C (stereo partly specified)
  -12%	x	-8%	8%
CCn1c(=O)c2cc(C(=O)Nc3cc(OC)c(OC)c(OC)c3)sc2c2ccccc21
  -2%[10.9 µM]	u	-7%	u
O=C(CC1(O)C(=O)N(C/C=C/c2ccccc2)c2ccccc21)c1ccccn1 (stereo unspecified)
  -35%[inhibitor]	6.0%	-1%	-6%
COC(=O)CN(c1ccc2c(c1)OCCO2)S(=O)(=O)c1ccccc1
  -12%	-1.7%	-5%	9%
Cc1ccc(C(=O)NCC(c2ccc(Cl)cc2)N2CCCCC2)cc1 (stereo unspecified)
  u	u	u	-2%
COCCn1c(=O)c(CCc2ccccc2)nc2cnc(N3CCN(C)CC3)nc21
  x	-2.8%[11.4 µM]	-3%	3%
Cc1ccc(NC(=O)c2cnc(N3CCCCC3)c3ccccc23)cc1Cl
  -7%[10.9 µM]	u	-2%	-21%
Cc1ccn2c(Nc3ccc4c(c3)OCO4)c(-c3ccc(C)o3)nc2c1
  -11%[10.9 µM]	9.5%	-18%	-7%
CCOCCCn1c(SCC(=O)OCC)nc2c(sc3ccccc32)c1=O
  13%[10.9 µM]	-0.3%	2%	-21%
Cc1ccc2nc(Cl)c3cc(C(=O)N4CCCCC4)sc3c2c1
  -4%[10.9 µM]	-2.7%	4%	-9%
O=C(Cn1c(=O)c2cccn2c2ccc(F)cc21)Nc1cccc(F)c1
  -16%[10.9 µM]	-0.3%	-17%	u
CSc1nc2ccc(Nc3nc(N4CCOCC4)nc(N4CCOCC4)n3)cc2s1
  -2%	u	-9%	-2%
COc1ccc(Cl)cc1NS(=O)(=O)c1c(C)nc2scc(C)n2c1=O
  -7%[10.9 µM]	u	19%	-9%
COc1ccc(C(=O)Nc2ccc(-c3cn4ccsc4n3)cc2)cc1S(=O)(=O)N1CCOCC1
  -8%	1.8%	9%	18%
Cc1ccc(CNC(=O)CSc2ncc(S(=O)(=O)c3ccc(Br)cc3)c(=O)[nH]2)cc1
  -1%[10.9 µM]	4.2%	8%	13%
O=C(Nc1cccc(F)c1)N1CCCC2(CCN(C(=O)c3ccncc3)CC2)C1
  x	0.1%[11.4 µM]	2%	6%
CCCCCCSc1nsc(NC(C)=O)n1
  -17%	0.3%	2%	4%
CCc1ccc(NS(=O)(=O)c2c(-c3ccccc3)csc2C(=O)OC)cc1
  -4%[10.9 µM]	1.7%	15%	-24%
CC(C)NC(=O)C1CCC(Cn2c(=O)c3sccc3n(CC(=O)NCc3ccccc3)c2=O)CC1 (stereo unspecified)
  -10%[10.9 µM]	1.0%	-7%	-18%

# Next part; it opens with the three that closed the last part.
# Results follow in this order: Peg3 imprint	IkB signaling	p53ts 32C tox	p53ts 39C tox
CCCCCCSc1nsc(NC(C)=O)n1
  -17%	0.3%	2%	4%
CCc1ccc(NS(=O)(=O)c2c(-c3ccccc3)csc2C(=O)OC)cc1
  -4%[10.9 µM]	1.7%	15%	-24%
CC(C)NC(=O)C1CCC(Cn2c(=O)c3sccc3n(CC(=O)NCc3ccccc3)c2=O)CC1 (stereo unspecified)
  -10%[10.9 µM]	1.0%	-7%	-18%
NC(=O)C1CCN(C(=O)C2CCN(S(=O)(=O)c3ccccc3)CC2)CC1
  -7%	0.9%	-4%	3%
CCOC(=O)c1ccc(NC(=O)Cn2c(=O)cc(C)c3c(C)nn(-c4ccc(CC)cc4)c32)cc1
  -6%[10.9 µM]	-1.5%	2%	10%
COC(=O)C1=C(C)N(C)C(C)=C(C(=O)OC)C1c1ccccc1C
  6%	2.3%	-2%	1%
COc1ccc(N2CCN(C(=O)CN3C(=O)C4CC=CCC4C3=O)CC2)cc1 (stereo unspecified)
  -5%	0.0%	13%	4%
Cc1cc2c(cc1C)NC1(C(=O)Nc3ccccc31)C1=C(CC(C)(C)CC1=O)N2 (stereo unspecified)
  -5%	2.9%	14%	6%
CCOC(=O)c1ccc(COC(=O)CCc2nc3ccccc3[nH]c2=O)o1
  -4%	0.3%	2%	3%
CCOc1ccccc1CNC(=O)C1CCN(c2nnc(-n3c(C)ccc3C)s2)CC1
  21%[10.9 µM]	1.2%	-1%	8%
CC(C)(C)NC(=O)c1cccc(NC(=O)c2ccc(NC(=O)c3ccco3)cc2)c1
  -17%	u	-11%	8%
COc1ccc(C(=O)NCc2ccc3c(c2)CCN3C(=O)c2ccccc2)cc1
  -9%[10.9 µM]	u	1%	-11%
COc1ccc(-c2ccc(C#N)c(SCC(=O)NCCc3ccccc3)n2)cc1OC
  x	x	7%	-11%
CCn1ccnc1C(O)c1cccc(OC)c1 (stereo unspecified)
  4%	1.7%	0%	11%
Nc1c(C(=O)NC2CC2)c2nc3ccccc3nc2n1-c1ccc2c(c1)OCO2
  -2%	-4.3%	5%	-18%
Clc1ccc(OCCn2cnc3ccccc32)c(Cl)c1
  x	x	-9%	-10%
CCOc1ccc(N2CC(C(=O)NCc3nnnn3-c3ccc(C)c(C)c3)CC2=O)cc1 (stereo unspecified)
  29%[10.9 µM]	0.0%	1%	4%
CCOC(=O)c1ccc(NC(=O)CC2C(=O)N(c3ccc(F)cc3)C(=O)N2Cc2ccc3c(c2)OCO3)cc1 (stereo unspecified)
  4%[10.9 µM]	u	1%	-15%
COC(=O)c1ccccc1N1C(=O)C2C(C1=O)[C@H]1C=C[C@@H]2C1 (stereo partly specified)
  1%	-1.8%	-3%	6%
CC(C)=CCC/C(C)=C/CO/N=C1/C[C@@H](O)[C@@H](O)[C@@H]2[C@@H]3C(=O)N(C4CCCCC4)C(=O)[C@H]3CC[C@H]12
  x	x	8%[9.22 µM]	8%[9.22 µM]
COc1ccc(C)c2sc(N(Cc3cccnc3)C(=O)CCc3ccccc3)nc12
  9%[10.9 µM]	u	0%	-18%
CCOC(=O)c1ccc(NC(=O)COc2cccc3c(=O)n(C)ccc23)cc1
  u	u	8%	-6%
COc1cccc(NC(=O)N2CCC(C(=O)Nc3ccc(C)cc3C)CC2)c1
  3%	-1.2%	6%	-7%
COC(=O)C1(CC(C)C)C=C2C(=C(C)C(=O)C2C)CN1 (stereo unspecified)
  -10%	x	3%	-9%
O=C(Nc1ccc2nc(-c3ccc(Br)o3)[nH]c2c1)c1ccco1
  -27%	u	u	u
CCCCc1ccc(NC(=O)Cn2nnc3sc4c(c3c2=O)CCC(C)C4)cc1 (stereo unspecified)
  5%[10.9 µM]	5.5%	7%	4%
COCCCNC(=O)CSc1nc2cc3c(cc2c(=O)n1CCCCCC(=O)NCc1ccc2c(c1)OCO2)OCO3
  7%[10.9 µM]	1.7%	4%	-14%
COc1ccc(CCN2CC34C=CC(O3)C(C(=O)NCc3ccccc3)C4C2=O)cc1OC (stereo unspecified)
  -8%	-1.8%	-7%	6%
CCCCCc1c(O)c2ccccc2[nH]c1=O
  -1%	1.0%	-8%	3%
CCCn1c(SCC(=O)NCCc2ccc(Cl)cc2Cl)n[nH]c1=O
  -20%	0.7%	7%	-9%
COc1cc(/C=N/Nc2ccc3ccccc3c2)ccc1OC(=O)c1ccco1
  x	x	-18%	-21%
CCC1CCC(NC2CCCCNC2=O)CC1 (stereo unspecified)
  -13%	0.7%	8%	2%
Cc1ccc(CNC(=O)c2ccc(CN3CCOCC3)cc2)cc1
  -5%	3.8%	-4%	5%
Nc1ccc2nc(-c3ccc(N)c(Cl)c3)[nH]c2c1
  x	x	u	u
Cc1[nH]c2ccccc2c1C1(O)C(=O)Nc2ccc(Cl)cc21 (stereo unspecified)
  9%[10.9 µM]	7.8%	15%	3%
C=CCn1c(SC(CCO)C(=O)NCc2ccco2)nc2sc3c(c2c1=O)CCC3 (stereo unspecified)
  x	x	13%	4%
Cc1c(NC(=O)OC(C)C)sc(=S)n1C
  x	x	-17%	9%
COc1ccc(CNC(=O)Cn2nnc(-c3ccc(C(F)(F)F)cc3)n2)cc1
  6%[10.9 µM]	u	25%	6%
Cc1ccc(OCn2c(=O)sc3ccccc32)cc1
  -17%	0.3%	-2%	-1%
O=C(CN1C(=O)CCc2cc(S(=O)(=O)N3CCOCC3)ccc21)Nc1cccc(C(F)(F)F)c1
  -9%[10.9 µM]	u	15%	-11%
NC(=NC1C2CC3CC(C2)CC1C3)Nc1ccc(I)cc1 (stereo unspecified)
  -10%	0.8%	-8%	25µM*
N#CCCn1c(=O)cnc2cnc(OCc3ccccc3)nc21
  x	-1.8%[11.4 µM]	1%	2%
CCNc1ncc2nc(-c3cccc(C#N)c3)c(=O)n(CCC#N)c2n1
  7%	-5.4%[11.4 µM]	2%	13%
